Assay outcomes: PubChem, several laboratories
M4 antag: antagonists of human muscarinic M4 receptor (CHRM4); P08173; CHO-hM4 cells, ACh EC80, Fluo-8 calcium fluorescence; inhibition, % at 3 µM; 360,000 compounds, 0.73% hits; AID 624125;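 active = inhibition above its plate's cutoff, the mean inhibition of sample wells plus 3 SD, cut at about 27% in these data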;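 also: 0% = acetylcholine EC80 with DMSO and 100% = DMSO without agonist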
Target sequence (P08173 whole entry, looked up): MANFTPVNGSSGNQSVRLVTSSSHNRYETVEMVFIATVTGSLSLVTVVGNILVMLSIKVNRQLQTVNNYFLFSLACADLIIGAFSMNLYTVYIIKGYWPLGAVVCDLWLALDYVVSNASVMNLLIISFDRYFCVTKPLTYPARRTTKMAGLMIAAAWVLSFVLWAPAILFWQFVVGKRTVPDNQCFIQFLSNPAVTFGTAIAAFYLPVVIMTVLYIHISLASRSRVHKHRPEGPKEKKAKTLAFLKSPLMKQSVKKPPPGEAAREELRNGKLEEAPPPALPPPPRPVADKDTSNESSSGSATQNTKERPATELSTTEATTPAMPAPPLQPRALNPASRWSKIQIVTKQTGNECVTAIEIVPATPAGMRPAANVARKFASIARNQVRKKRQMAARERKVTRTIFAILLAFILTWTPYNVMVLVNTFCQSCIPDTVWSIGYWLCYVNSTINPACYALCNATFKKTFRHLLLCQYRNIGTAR
M4 PAM: CHRM4 positive allosteric modulation | P08173 | CHO-K1 hM4/Gqi5, Fluo-8 calcium fluorescence, ACh EC20; 0% = ACh EC20, 100% = maximal ACh | activation, % at 3 µM | 360,000 compounds, 0.4% hits | AID 624126;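 active = activation above its plate's cutoff, the mean activation of sample wells plus 3 SD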; also: some results filed as inactive read as strong as hits
IDE cell inh: inhibitors of human insulin-degrading enzyme in cells; HEK cells, FAbetaB cleavage, fluorescence polarization; P14735; 320,000 compounds, 0.41% hits; inhibition, % at 5.59 µM;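 active = percent inhibition above the average of all tested compounds plus 3 SD, set per screening campaign, cut at about 16% in these data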;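 also: IDE supplied by intact live HEK cells; FP after avidin binding of uncleaved biotin substrate so inhibition keeps polarization high; 0% = DMSO wells and 100% = 60 µM reference IDE inhibitor Ii1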
CRFR2-BP ag: agonists of human CRF-binding protein/CRF-R2 receptor complex; 350,000 compounds, 0.46% hits; activation, % at 13.2 µM; AID 588473; HEK293 CRF-R2/CRF-BP, calcium dye fluorescence (FLIPR); percent of saturating CRF peptide response;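 active = activation of at least 50%, plus an integration ratio under a set limit after plate pattern correction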;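 also: plate controls were neutral control wells without compound for no effect and CRF at EC100 for full effect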
CHRM5 antagonist: blocks acetylcholine activation of human M5 receptor; P08912; CHO-hM5 cells, Fluo-8 calcium fluorescence, ACh EC80; inhibition, % at 3 µM; 360,000 compounds, 0.59% hits;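 active = inhibition above a per-plate cutoff, the mean of that plate's test compounds plus 3 SD, cut at about 27% in these data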;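 also: 0% = acetylcholine EC80 with DMSO and 100% = DMSO without agonist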
Target sequence (P08912 whole entry, looked up): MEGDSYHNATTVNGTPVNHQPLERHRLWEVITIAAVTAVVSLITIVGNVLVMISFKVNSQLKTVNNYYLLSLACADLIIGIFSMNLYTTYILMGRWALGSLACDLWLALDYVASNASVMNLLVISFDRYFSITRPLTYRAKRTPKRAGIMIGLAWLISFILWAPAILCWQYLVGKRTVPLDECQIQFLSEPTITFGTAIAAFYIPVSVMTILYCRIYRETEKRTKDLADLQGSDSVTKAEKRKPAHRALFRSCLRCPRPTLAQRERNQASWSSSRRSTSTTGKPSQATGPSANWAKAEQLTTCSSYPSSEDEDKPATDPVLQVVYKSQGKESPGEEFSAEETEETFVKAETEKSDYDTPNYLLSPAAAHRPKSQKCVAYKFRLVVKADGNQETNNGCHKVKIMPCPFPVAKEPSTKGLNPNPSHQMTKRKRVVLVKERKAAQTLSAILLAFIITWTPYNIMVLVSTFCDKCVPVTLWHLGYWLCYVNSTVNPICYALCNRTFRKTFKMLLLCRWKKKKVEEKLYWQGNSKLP
CHRM4 agonist: agonists of human muscarinic M4 receptor (CHRM4); CHO-K1 hM4/Gqi5, Fluo-8 calcium fluorescence; vehicle 0%, full acetylcholine response 100%; P08173; AID 624127; activation, % at 3 µM; 360,000 compounds, 0.14% hits;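 active = activation above the run mean over all test wells plus 3 SD, cut at about 32% in these data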;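 also: peak over basal fluorescence ratio per well then scaled between controls; 0% = DMSO wells and 100% = acetylcholine at EC100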
M5 ag: CHRM5 agonism in calcium assay | 360,000 compounds, 0.19% hits | CHO-K1 hM5 cells, Fluo-8 calcium fluorescence; 0% DMSO wells, 100% maximal acetylcholine response | activation, % at 3 µM;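 active = activation above the run's mean over test compounds plus 3 SD, cut at about 23% in these data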;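 also: signal is peak over basal fluorescence ratio across the kinetic read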
CRFBP-R2 block: antagonists of CRF-binding protein/CRF-R2 receptor complex. HEK293 CRF-R2/CRF-BP, CRF-induced calcium fluorescence. inhibition, % at 11.8 µM. 350,000 compounds, 0.59% hits;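 active = inhibition of the ligand-induced calcium signal above about 50% at the single tested concentration, limit read from the data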
CHRM5 PAM: potentiates acetylcholine response at human M5 receptor | P08912 | CHO-K1 hM5, Fluo-8 calcium, ACh EC20 PAM; 0% = ACh EC20, 100% = ACh EC100 | activation, % at 3 µM | 360,000 compounds, 0.3% hits;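 active = activation above the run cutoff, the mean activation of all test compounds plus 3 SD, cut at about 18% in these data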
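Assay system – human M5 receptor in CHO-K1 cells · Read-out – % activation, ACh-normalized · Technique – Fluo-8 calcium fluorescence · Dosing – single-point, 3 µM nominal · Incubation – Fluo-8 loading 80 min at 37 °C plus 30 min room temperature · Repeats – singlicate, one well per test compound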
* marks the source's active call; other numbers are inactive results; . = not tested or not shown.

SMILES | M4 antag | M4 PAM | IDE cell inh | CRFR2-BP ag | CHRM5 antagonist | CHRM4 agonist | M5 ag | CRFBP-R2 block | CHRM5 PAM
O=C(Nc1nnc(COc2ccc(Cl)cc2)s1)c1ccc([N+](=O)[O-])cc1 | -4 | 16 | 7 | 4.3 | -5 | 0 | -1 | -14 | 3
O=C(OCN1C(=O)c2ccccc2C1=O)c1ccccc1 | -10 | 9 | 0 | -0.3 | -5 | 2 | 1 | -6 | 0
COc1ccc(-c2csc(C(O)c3ccc(F)c(F)c3)n2)cn1 (stereo unspecified) | -9 | -3 | . | . | -5 | 4 | -1 | . | -9
CCC1(C)Cc2c(sc3nc(SC)n(Cc4ccccc4)c(=O)c23)CO1 (stereo unspecified) | 9 | -2 | 1 | 2.4 | -2 | 0 | -1 | 1 | -4
COc1ccc(C2C(C(=O)Nc3ccccc3OC)=C(C)Nc3nnnn32)c(OC)c1 (stereo unspecified) | -11 | 3 | 2 | 0.1 | 4 | 1 | -3 | 14 | -4
CCc1ccc(C(=O)/C=C/c2ccc([N+](=O)[O-])o2)cc1 | -3 | -2 | 3 | -0.9 | 2 | 0 | -1 | 23 | -3
O=C(NCCCN1CCOCC1)c1c(F)cccc1F | -5 | 5 | 0 | -1.5 | 7 | 0 | 0 | -8 | -1
COc1cc(NC(=O)N2CCOCC2)cc(OC)c1 | 6 | -6 | 6 | 2.5 | 0 | 1 | 1 | -10 | -2
COc1ccccc1C(=O)OC(C)CN1CCN(C)CC1 (stereo unspecified) | -10 | -2 | 4 | 5.0 | -11 | 1 | -3 | 5 | 13
Cc1ccccc1C(=O)Nc1nnc(S(=O)(=O)N2CCCCC2)s1 | -7 | -2 | 3 | 0.2 | -4 | 2 | 2 | -20 | -5
Cc1nn(C)c(C)c1S(=O)(=O)N1CCCC(C(=O)NCCc2ccc(Cl)cc2)C1 (stereo unspecified) | 1 | 0 | 3 | -1.6 | -2 | 2 | -2 | 6 | 1
COC(=O)C1CCN(C(=O)c2ccccc2NC(C)=O)CC1 | 1 | 13 | 7 | 0.4 | 3 | 1 | 0 | 11 | -3
Cc1ccc(NCc2nnc(SCC(=O)NCc3ccco3)n2CC2CCCO2)cc1Cl (stereo unspecified) | -11 | -2 | 7 | 1.0 | -1 | 1 | 0 | -14 | -5
Cc1noc(COc2ccccc2OCC(N)=O)n1 | 5 | 7 | -2 | -0.7 | 0 | 1 | -1 | -7 | 2
O=c1c(-c2ccc(Cl)cc2)coc2c(CN3CCCCC3)c(O)ccc12 | 6 | -5 | 0 | -0.3 | -2 | 0 | 0 | 3 | 13
Cc1nc2ccccc2c2c1C(=O)N(C)C2=O | -14 | 1 | 1 | -0.7 | 1 | -2 | 0 | 7 | -2
CCS(=O)(=O)N1CCCC(C(=O)NCc2ccc(C)cc2)C1 (stereo unspecified) | 5 | 10 | -4 | -0.7 | -8 | 1 | 1 | -4 | 6
Cc1cc(-c2n[nH]c(=S)n2/N=C/c2cccc(O)c2)n[nH]1 | 0 | 11 | 6 | 0.9 | 3 | 1 | -3 | 0 | 4
CC1=NN(c2ccc(S(=O)(=O)O)cc2C)C(=O)C1 | 0 | 2 | -1 | -1.2 | -16 | 2 | 0 | 5 | 5
Cc1onc(-c2c(F)cccc2Cl)c1C(=O)OCn1nnc2ccccc2c1=O | -1 | -5 | 1 | -0.4 | -1 | 2 | -10 | -4 | -5
Cc1cc2oc(C(=O)NC3CCS(=O)(=O)C3)cc(=O)c2cc1C (stereo unspecified) | 10 | 0 | 1 | -1.6 | 4 | 1 | -3 | 1 | -3
N/C(=N\OC(=O)CC1CCCCC1)c1ccncc1 | -2 | 0 | -4 | -1.7 | -2 | 1 | 0 | 24 | 0
CN(Cc1ccccc1)c1ccc(C(CC(N)=O)NC(=O)Cc2cccc3ccccc23)cc1[N+](=O)[O-] (stereo unspecified) | 8 | 13 | 4 | 0.1 | -9 | 2 | 3 | -4 | 7
COc1cc(/C=N/NC(=O)c2cccnc2)ccc1OCC(=O)N1CCOCC1 | 8 | 1 | -7 | -1.4 | 3 | 0 | 0 | 12 | -1
CCC(=O)Nc1ccc(NC(=O)c2ccc3c(c2)OCO3)cc1 | 3 | 4 | 1 | 0.2 | 0 | 1 | 2 | 4 | -2
O=[N+]([O-])c1ccc(SCCO)nc1SCCO | -10 | -1 | -6 | -0.9 | 9 | 1 | 1 | -2 | -3
COCc1cc(=O)[nH]c(/N=C(\N)Nc2cccc(C)c2)n1 | -3 | 2 | -2 | 1.2 | -6 | 1 | 1 | 14 | 0
COc1ccc(N(C(=O)c2ccco2)C(C(=O)NC2CCCCC2)c2ccccc2)cc1 (stereo unspecified) | -18 | 6 | 0 | -1.1 | -15 | 2 | -3 | -28 | -6
NC(=O)c1c(NC(=O)Cn2cnc([N+](=O)[O-])n2)sc2c1CCCC2 | 28* | 3 | -2 | -0.3 | 15 | 4 | -1 | -1 | -4
COc1cnc(SCc2ccc(Cl)cc2)nc1Cl | -6 | 3 | 6 | 0.5 | -4 | -2 | -4 | 10 | -1
CCOC(=O)N1CCN(C(=O)Nc2sc3nc4n(c(=O)c3c2C)CCC(C)CC4)CC1 (stereo unspecified) | -1 | 3 | -1 | -0.1 | -1 | 0 | 0 | -11 | 1
CC(C)NC(=O)C1(C)CN(S(C)(=O)=O)CC(=O)N1CCCn1ccnc1 (stereo unspecified) | -6 | 4 | . | . | -6 | 1 | 2 | . | 9
COc1cc(/C=C/C(=O)Nc2ccc(OC)c(S(=O)(=O)N3CCOCC3)c2)ccc1OC(F)F | 0 | -4 | 0 | 0.2 | 4 | 18 | 9 | -5 | -7
CCC(C)(NC(=O)c1ccccn1)C(=O)NC1CCCCC1 (stereo unspecified) | -7 | 3 | -4 | -0.3 | -8 | 1 | -2 | -4 | 1
O=C(CSc1nnc(-c2cccc(Br)c2)o1)NCC1CCCO1 (stereo unspecified) | -6 | 2 | . | 4.2 | -5 | 1 | 0 | -13 | -1
CCCCCCCCn1cc(C(C)=O)c(=O)[nH]c1=O | 5 | 1 | -3 | -0.2 | 3 | 6 | 1 | -40 | -9
CCOC(=O)c1c(S(=O)(=O)NCCc2ccccc2)c(C)n(C)c1C | 5 | -7 | 1 | -1.2 | 17 | 0 | -4 | -1 | -4
COc1ccc(-n2ncc3c(NCCN4CCOCC4)ncnc32)cc1 | 4 | -5 | 1 | -0.4 | 2 | 1 | -4 | 5 | 1
Cc1c(Oc2ccc(C(F)(F)F)cc2[N+](=O)[O-])ccc2c3c(c(=O)oc12)CCC3 | 4 | 1 | -1 | -3.2 | -3 | 1 | 1 | 31 | 4
O=C(NCCc1ccccc1)C(=O)N/N=C/c1ccc2c(c1)OCO2 | 2 | 9 | 7 | -2.6 | 8 | 2 | 2 | 1 | -1
CC(=O)Nc1n[nH]c(S(=O)(=O)Cc2ccc(Cl)cc2Cl)n1 | 15 | 1 | 0 | -1.3 | 2 | 0 | 0 | -4 | 4
CCCCCO | -10 | 4 | 0 | 3.2 | 5 | 3 | 3 | -7 | -1
NC1=NC(=O)C(c2ccccc2)(c2ccccc2)S1 | -8 | -2 | . | -5.6 | 1 | 0 | 1 | 14 | 2
COCCN(Cc1ccccc1)C(=O)Cc1ccc(OC)c(S(=O)(=O)N2CCOCC2)c1 | -6 | 0 | 3 | -1.0 | -4 | 3 | 0 | -2 | 0
CS(=O)(=O)N(CC(=O)N/N=C/c1ccc(OCC(=O)N2CCOCC2)cc1)c1ccccc1Cl | 8 | -2 | 4 | 0.4 | -2 | 1 | -2 | -4 | -2
CC(C)(C)OC(=O)N1CCC[C@H]1C(=O)O | -13 | 14 | -3 | -0.6 | 6 | 1 | 6 | -2 | -4
CCC1CCCCN1C(=S)Nc1ccc(C(C)=O)cc1 (stereo unspecified) | -1 | -4 | 9 | 2.2 | -2 | 1 | -1 | -4 | 6
CCOCc1c(C(=O)N2CCN(Cc3ccc(Br)s3)CC2)oc2ccccc12 | 8 | 3 | -7 | -0.7 | 1 | -1 | -2 | 0 | -4
COc1ccc(C2=NNC(=O)CC2)cc1 | -5 | 0 | 0 | -0.4 | -10 | 1 | 3 | 8 | 24*
Cc1cccc(N=N/C(=C\O)C(=O)c2cccs2)c1 | -7 | -2 | -1 | 0.5 | 10 | -1 | -1 | -10 | 2
Cc1ccc(CSCCNC(=O)c2ccc(N(C)S(=O)(=O)c3ccccc3)cc2)cc1 | -2 | 0 | -1 | 4.5 | 6 | 7 | 4 | 1 | -13
Cc1noc(C)c1NC(=O)N(C)C[C@H]1Oc2ccc(NS(=O)(=O)c3ccccc3)cc2C(=O)N([C@H](C)CO)C[C@@H]1C | -8 | 8 | 7 | -0.6 | 16 | 1 | 1 | 1 | -8
COCC1CCN(C(=O)c2cc(COc3ccc(OC)cc3Cl)on2)C1 (stereo unspecified) | -11 | 2 | . | -2.8 | 1 | 1 | -1 | -5 | -3
CCOC(=O)Cn1c(=O)n(Cc2ccco2)c(=O)c2ccc(C(=O)NCCc3ccccc3)cc21 | -4 | 2 | 3 | -3.1 | 0 | 3 | -10 | 19 | 1
O=[N+]([O-])c1cc(Br)c(O)c(/C=N/Nc2nc3ccccc3s2)c1 | -13 | -2 | . | 83* | -3 | 2 | 4 | 67* | 1
CCc1ccc(NC(=O)[C@H](C)NC(=O)C2CCN(C(=O)[C@@H](N)C(C)C)CC2)cc1 | 6 | 3 | 2 | -1.0 | 7 | 0 | -3 | 5 | -4
O=C(CCNS(=O)(=O)c1ccccc1)OCC(=O)c1ccc(Br)cc1 | -11 | -9 | 7 | -0.5 | 3 | 16 | 5 | 4 | -18
O=C(NCc1ccccc1Cl)c1ccc2sc([C@@H]3O[C@H](CO)[C@H](O)[C@H](O)[C@H]3O)nc2c1 | 2 | 3 | . | . | 0 | 0 | -1 | . | 1
Cc1cc2ccccn2c1C(=O)c1cc([N+](=O)[O-])cc([N+](=O)[O-])c1 | -1 | 11 | -1 | 0.2 | -2 | 0 | -2 | -6 | 4
Cc1cccc2sc(NC(=O)Cn3cccc3)nc12 | -12 | 7 | 1 | -1.8 | -3 | 2 | 1 | 5 | -5

Full records, looked up by structure. Order of screens: M4 antag | M4 PAM | IDE cell inh | CRFR2-BP ag | CHRM5 antagonist | CHRM4 agonist | M5 ag | CRFBP-R2 block | CHRM5 PAM
Results for O=[N+]([O-])c1cc(Br)c(O)c(/C=N/Nc2nc3ccccc3s2)c1 : -13 | -2 | . | 83* | -3 | 2 | 4 | 67* | 1
Results for CCOC(=O)Cn1c(=O)n(Cc2ccco2)c(=O)c2ccc(C(=O)NCCc3ccccc3)cc21 : -4 | 2 | 3 | -3.1 | 0 | 3 | -10 | 19 | 1

(listing goes on)
SMILES | M4 antag | M4 PAM | IDE cell inh | CRFR2-BP ag | CHRM5 antagonist | CHRM4 agonist | M5 ag | CRFBP-R2 block | CHRM5 PAM
CCOc1ccc(NC(=O)C2CC(=O)NC(N3CCc4ccccc43)=N2)cc1 (stereo unspecified) | 1 | 12 | 8 | -0.7 | -4 | 1 | 0 | -30 | 2
COC(=O)Nc1ccc(S(=O)(=O)N(C)C)cc1 | -8 | 18 | 1 | -2.0 | -2 | 2 | -3 | -2 | -2
C=CCn1cccc(C(=O)Nc2ccc(C)c(Cl)c2)c1=O | 1 | -7 | . | 2.3 | -7 | 0 | -2 | 2 | -5
O=C(c1ccccc1)N1N=C(C(F)(F)F)CC1(O)c1ccccc1O (stereo unspecified) | -4 | -3 | . | -1.7 | 4 | 1 | 0 | -3 | 0
